# TMEM16A inh: mouse TMEM16A channel inhibition, primary screen. AID 588511. HEK293 TMEM16A/YFP iodide influx fluorescence, ionomycin. actives 1.2% (n = 310,000). normalized B-score (activity score, 25-100; higher = stronger inhibition) at 10 µM;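 active = ratio plate-corrected score three or more library SD toward inhibition, starting fluorescence score within five deviations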;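 also: score derived from kinetic fluorescence span divided by baseline fluorescence per well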
# TMEM16A act: mouse TMEM16A channel activation, primary screen | Q8BHY3 | HEK293 TMEM16A/YFP-H148Q/I152L, iodide quench fluorescence; active compounds read low | B-score at 10 µM | actives 0.3% (n = 340,000) | AID 623877;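 active = fluorescence-ratio B-score plate-corrected deviation score at least 3 library SD below zero, with starting fluorescence score within 5 deviations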;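 also: channel opened by trigger with iodide after compound preincubation; score built on the fluorescence ratio of max minus min over baseline; more negative score means more quench and so TMEM16A activation or potentiation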
# SKKanGAS inh: blocks kanamycin growth of S. pyogenes SKKanGAS strain; BacTiter-Glo, 6 h; inhibition, % at 7.5 µM; actives 1.3% (n = 300,000);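 active = mean replicate score, as percent of positive control median, at least 50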;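 also: strain carries kanamycin resistance gene driven by streptokinase promoter and grows in 40 µg/ml kanamycin; loss of luminescence reflects streptokinase promoter inhibition or plain growth inhibition; 0% = median of DMSO wells and 100% = positive control at its reference dose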
# TRPC4 PAM: TRPC4 (mouse) allosteric potentiation; Q9QUQ5; HEK293 TRPC4beta/mu-opioid, DAMGO EC20, Fluo-4 Ca2+ flux; active compounds read high; B-score at 10 µM; actives 0.42% (n = 310,000); AID 2227;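 active = B-score of calcium response area above 5 SD of library B-scores, with initial fluorescence ratio within 5 SD of library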;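 also: B-score of integrated fluorescence ratio over time as area under calcium response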
# Target sequence (Q9QUQ5 whole entry, looked up): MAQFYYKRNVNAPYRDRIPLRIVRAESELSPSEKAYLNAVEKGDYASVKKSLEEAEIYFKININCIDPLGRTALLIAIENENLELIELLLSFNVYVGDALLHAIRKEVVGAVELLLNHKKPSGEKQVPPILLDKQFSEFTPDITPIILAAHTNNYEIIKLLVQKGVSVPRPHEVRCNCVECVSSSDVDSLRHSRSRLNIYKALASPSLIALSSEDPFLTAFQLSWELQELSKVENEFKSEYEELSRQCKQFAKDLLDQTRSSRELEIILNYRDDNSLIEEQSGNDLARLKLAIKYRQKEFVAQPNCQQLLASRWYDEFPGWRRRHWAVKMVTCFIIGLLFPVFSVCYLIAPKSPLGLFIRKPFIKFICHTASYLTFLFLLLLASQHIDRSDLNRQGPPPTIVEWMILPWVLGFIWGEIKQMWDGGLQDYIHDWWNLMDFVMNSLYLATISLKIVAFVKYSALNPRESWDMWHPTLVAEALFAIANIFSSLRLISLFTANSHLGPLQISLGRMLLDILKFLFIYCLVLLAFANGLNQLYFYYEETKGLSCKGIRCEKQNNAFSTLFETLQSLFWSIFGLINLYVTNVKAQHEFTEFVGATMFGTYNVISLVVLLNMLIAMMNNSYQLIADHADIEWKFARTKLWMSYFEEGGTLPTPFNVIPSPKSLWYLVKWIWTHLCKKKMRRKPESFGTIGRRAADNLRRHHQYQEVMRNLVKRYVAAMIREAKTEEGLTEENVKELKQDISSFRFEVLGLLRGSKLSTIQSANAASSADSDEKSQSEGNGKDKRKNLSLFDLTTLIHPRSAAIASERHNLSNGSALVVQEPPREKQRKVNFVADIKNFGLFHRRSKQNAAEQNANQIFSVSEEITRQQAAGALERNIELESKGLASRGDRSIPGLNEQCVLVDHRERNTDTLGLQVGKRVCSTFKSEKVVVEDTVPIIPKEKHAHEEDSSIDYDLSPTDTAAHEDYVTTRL
# TRPC4 block: blocks the mouse TRPC4 cation channel | HEK293 TRPC4beta/mu-opioid, DAMGO-evoked Fluo4 calcium flux; active compounds read low | Q9QUQ5 | B-score at 10 µM | actives 0.39% (n = 300,000);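 active = B-score over 3 SD under the library average, no early fluorescence shift, positive overall ratio signal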
#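 Test system – stable TRPC4beta/mu-opioid receptor HEK293 cells · Probe or stimulus – DAMGO, a submaximal dose followed by a maximal one · Dosing – one concentration per compound · Signal – Fluo4 calcium fluorescence by kinetic imaging, 5 s 1 Hz baseline · Evaluation – per-well B score of integrated baseline-normalized Fluo4 ratio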
# TRPC4 agonist: opens the mouse TRPC4 cation channel. HEK293 TRPC4beta/mu-opioid, Fluo4 calcium fluorescence; active compounds read high. B-score at 10 µM. actives 0.49% (n = 310,000). AID 2237;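 active = B-score above 5 SD of library B-scores, and initial fluorescence ratio not above library mean plus 5 SD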;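 also: positive B-score marks a calcium rise read as TRPC4 activation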
#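 Material: TRPC4beta and mu-opioid receptor HEK293 stable cells | Incubation: 45 min room-temperature Fluo4 loading, 110 s read | Detection: Kinetic Fluo4 calcium fluorescence | Measure: Integrated baseline-normalised fluorescence ratio, converted to per-well B score | Benchmarks: Low control buffer alone, high control maximal DAMGO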
# MrgX1 PAM: human MrgX1 positive allosteric modulation, primary screen. AID 588675. MrgX1-HEK293, Fluo-4 calcium flux, FDSS; active compounds read high. B-score at 10 µM. Q96LB2. actives 0.63% (n = 310,000);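 active = plate-corrected calcium response at least 3 library SD above typical, normal starting fluorescence, not activating the receptor alone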;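 also: compound read alongside a low EC10 to EC30 dose of BAM8-22 agonist; peak minus trough fluorescence over baseline measured at the second addition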
# TRPC6 inh: mouse TRPC6 channel inhibition. Q61143. HEK293-TRPC6, membrane potential dye, ACh-evoked depolarization; active compounds read low. B-score at 10 µM. actives 1.1% (n = 310,000). AID 2553;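 active = B-score under library mean minus 3 SD, initial fluorescence not abnormally high, positive integrated signal ratio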;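 also: B-score derived from integrated fluorescence ratio over the kinetic read; more negative B-score means stronger inhibition of depolarization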
# MrgX1 ag: human MrgX1 receptor agonism, primary screen. B-score at 10 µM. Q96LB2. MrgX1-HEK293 cells, Fluo-4 calcium fluorescence, agonist mode; active compounds read high. actives 0.44% (n = 310,000);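 active = calcium response B-score plate-corrected fluorescence ratio at least 3 library SD, with starting fluorescence B-score inside 5 SD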
#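 System: HEK293 cells stably expressing human MrgX1 receptor; Dosing: test compound in the initial addition of three; Schedule: overnight plating, then 30 min 37 °C plus 30 min room-temperature dye loading; Detection: kinetic calcium dye fluorescence, Fluo-4 NW; Controls: per-plate positive and negative controls for Z′ factor.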
# MrgX1 antag: antagonists of human MrgX1 receptor; Q96LB2; MRGX1-HEK293 calcium flux, Fluo-4, BAM8-22 antagonism; active compounds read low; B-score at 10 µM; actives 1.3% (n = 310,000); AID 588676;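 active = calcium-response B-score plate-corrected more than 3 library SD below zero, starting fluorescence within 5 deviations, no agonist response on first addition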;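 also: peak minus trough fluorescence over baseline after final BAM8-22 challenge near maximal dose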
# TRPC6 activator: activates the mouse TRPC6 cation channel | Q61143 | HEK293-TRPC6 membrane potential dye fluorescence; active compounds read high | B-score at 10 µM | actives 0.13% (n = 310,000);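 active = B-score of the integrated fluorescence ratio above library mean plus 3 SD, and starting fluorescence ratio within library mean plus 5 SD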;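 also: higher score means more depolarization so channel activation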
# * marks the source's active call; other numbers are inactive results; i = inactive; · = no result given. Not a hit list. Share with any hit: about 6.7%.
mol,TRPC4 agonist,MrgX1 PAM,TRPC4 PAM,MrgX1 antag,MrgX1 ag,TRPC6 inh,TRPC6 activator,SKKanGAS inh,TMEM16A act,TMEM16A inh,TRPC4 block
COc1ccc(CNC(=O)c2cccnc2Sc2ccc(Cl)cc2)cc1,i,i,i,i,i,i,i,4,i,i,i
CC1CCCCN1Cc1c(O)ccc2c(=O)c(-c3ccc(Cl)cc3Cl)coc12 (stereo not given),i,i,i,i,i,i,i,0,i,i,i
CC(=O)c1cc2c(cc1NC(=O)C1CC1)OCO2,i,i,i,i,i,i,i,3,i,i,i
O=C(CNC(=O)c1nc[nH]c1C(=O)NCC(=O)OCc1ccccc1)OCc1ccccc1,i,i,i,i,i,i,i,-9,i,i,i
Cc1ccc(-c2cc(C(=O)n3cnc4ccccc43)c3ccccc3n2)cc1C,i,i,i,i,i,i,i,14,i,i,i
O=C(NC1CCCC1)C(c1ccc(F)cc1)N(C(=O)c1csnn1)C1CCCC1 (stereo not given),i,i,i,i,i,i,i,-5,i,i,i
O=C(O)CC(CP(=O)(c1ccccc1)c1ccccc1)C(=O)O (stereo not given),i,i,i,i,i,i,i,5,i,i,i
CC(C)N(Cc1ccc(F)cc1)C(=O)c1cc2ccccc2oc1=O,i,i,i,i,i,i,i,-3,i,i,i
Fc1ccc(CN2CCCCCCC2)cc1F,i,i,i,i,i,i,i,-4,i,i,i
Cc1ccc(C(=O)N/N=C/c2ccc(N3CCOCC3)cc2)c(C)c1,i,i,i,i,i,i,i,4,i,i,i
O=C(/C=C/c1ccccc1[N+](=O)[O-])NCc1ccncc1,i,i,i,i,i,i,i,9,i,i,i
CCN(CC(=O)Nc1ccccc1C(F)(F)F)C(=O)c1ccccc1SCC(=O)N1CCCC1,i,i,i,i,i,i,i,-20,i,i,i
Cc1nnc(-n2ncc(C#N)c2N)c2nn(-c3cccc(Cl)c3)c(C)c12,i,i,i,i,i,i,i,-9,i,i,i
CCOC(=O)C1CCCN(C(=O)C2CCN(S(=O)(=O)c3ccc4ccccc4c3)CC2)C1 (stereo not given),i,i,i,i,i,i,i,-2,i,i,i
Cc1ccc(NC(=O)CCN2C(=O)C3C4CCC(C4)C3C2=O)cc1[N+](=O)[O-] (stereo not given),i,i,i,i,i,i,i,-14,i,i,i
COc1ccc(C(=O)NC(C)(C)C)cc1S(=O)(=O)N1CCCC1,i,i,i,i,i,i,i,-6,i,i,i
CCOc1ccccc1C1N(c2ccc(OC)cc2)C(=O)C2CCCN21 (stereo not given),i,i,i,i,i,i,i,-4,i,i,i
Cc1cccc(N2C(=O)c3cccc4cccc(c34)C2=O)c1,i,i,i,i,i,i,i,5,i,i,i
CCOc1ccccc1Nc1nc(-c2sc(NC(=O)c3ccco3)nc2C)cs1,i,i,i,i,i,i,i,43,i,i,i
Cc1c(C)n2c(SCC(=O)Nc3ccc4c(c3)OCCO4)nnc2[nH]c1=O,i,i,i,i,i,i,i,1,i,i,i
CSc1ncc(Cl)c(C(=O)Nc2ccc(S(=O)(=O)N3CCOCC3)cc2)n1,i,i,i,i,i,i,i,-1,i,i,i
O=C(NNC(=O)c1cccc(Br)c1)C(=O)N1CCCCC1,i,i,i,i,i,i,i,5,i,i,i
C=CCn1c(=O)c2ccccc2n2c(SCC(N)=O)nnc12,i,i,i,i,i,i,i,3,i,i,i
CN1CCN(/C(=N\S(=O)(=O)c2ccc(F)cc2)c2ccccc2)CC1,i,i,i,i,i,i,i,-4,i,i,i
COc1ccc(-c2cc(C(=O)Nc3ccccc3F)on2)cc1,i,i,i,i,i,i,i,-3,i,i,i
O=C(C1CCC(CNc2nc(=S)[nH]c3ccccc23)CC1)N1CCN(c2ccccn2)CC1 (stereo not given),i,i,i,i,i,i,i,12,i,i,i
CCOc1ccc(S(=O)(=O)N2CCC(C(=O)NC3CC3)CC2)cc1C,i,i,i,i,i,i,i,-6,i,i,i
COc1cccc(N(C(=O)C2CSC(=O)C2)C(C(=O)NC(C)(C)C)c2ccncc2)c1 (stereo not given),i,i,i,i,i,i,i,-2,i,i,i
CN(C)/C=C(\C=O)c1onc(-c2ccccc2Cl)c1C#N,i,i,i,i,i,i,i,12,i,i,i
Cc1cccc(Cl)c1OCCCn1ccnc1,i,i,i,i,i,i,i,-7,i,i,i
CNC(=S)N/N=C/c1cccc(OCc2ccccc2F)c1,i,i,i,i,i,i,i,-13,i,i,i
CC(=O)NC(CC(=O)OCC(=O)N1CCN(S(=O)(=O)c2ccc(Cl)cc2)CC1)c1ccccc1 (stereo not given),i,i,i,i,i,i,i,-1,i,i,i
Cc1ccc(NC(=O)COc2ccc3c(c2)CCC3)nc1,i,i,i,i,i,i,i,-14,i,i,i
Cc1c(CN2CCCCC2)c(O)n(CCO)c(=O)c1C#N,i,i,i,i,i,i,i,-4,i,i,i
Nc1c(C(O)(C(F)(F)F)C(F)(F)F)ccc2ccccc12,i,·,i,·,·,i,i,-2,i,·,i
COc1cccc(-c2nn3c(-c4cc(C)[nH]n4)nnc3s2)c1,i,i,i,i,i,i,i,-3,i,i,i
Cc1nc2ccccc2n1CCc1nc2c3ccccc3nc(SCC#N)n2n1,i,i,i,i,i,i,i,-5,·,i,i
Cc1onc(-c2c(F)cccc2Cl)c1-c1nnc(-c2cccc3ccccc23)o1,i,i,i,i,i,i,i,-17,i,i,i
Cc1n[nH]c(C)c1CCC(=O)N/N=C/c1cccc([N+](=O)[O-])c1,i,i,i,i,i,i,i,-5,i,i,i
COc1ccc(-c2nnc(NC(=O)CSc3ccc(C)cc3)s2)cc1OC,i,i,i,i,i,i,i,2,i,i,i
O=[N+]([O-])c1ccc(N2CCN(Cc3ccc(Br)o3)CC2)cc1,i,i,i,i,i,i,i,-4,i,i,i
O=C(Nc1ccnn1C1CCN(Cc2ccccc2F)CC1)C1CCCC1,i,i,i,i,i,i,i,-2,i,i,i
C[N+]1(CC(=O)OCCCc2ccccc2)CCCC1,i,i,i,i,i,i,i,-2,i,i,i
CC1CCC(NC(=O)C2CCC(CNc3c(N4CCCCC4)c(=O)c3=O)CC2)CC1 (stereo not given),i,i,i,i,i,i,i,0,i,i,i
Cc1ccc(NC(=O)c2ccc(CSc3ccccn3)cc2)c(O)c1,i,i,i,i,i,i,i,7,i,i,i
Cn1cnnc1SCC(=O)N1N=C2/C(=C/c3ccco3)CCCC2C1c1ccco1 (stereo not given),i,i,i,i,i,i,i,-1,i,i,i
COc1cc(NC(=O)NNC(=O)c2cc3occc3n2C)cc(OC)c1OC,i,i,i,i,i,i,i,-1,i,i,i
CCN(CC)S(=O)(=O)c1cccc(C(=O)N[C@H](C(=O)OCC(N)=O)C(C)C)c1,i,i,i,i,i,i,i,8,i,i,i
CN(C)CCCNc1oc(/C=C/c2cccs2)nc1S(=O)(=O)c1ccccc1,i,i,i,i,i,i,i,14,i,i,i
COc1ccccc1CN1C(=O)C2CC=CCC2C1=O (stereo not given),i,i,i,i,i,i,i,-4,i,i,i
O=C(CSc1nnnn1-c1cccc2c1CCCC2)N1CCOCC1,i,i,i,i,i,i,i,9,·,i,i
O=C1NCCCC1C(=O)N/N=C/c1ccccc1O (stereo not given),i,i,i,i,i,i,i,2,i,i,i
CC(C)(CO)NCc1cccc(OCc2ccc(Cl)cc2)c1,i,i,i,i,i,i,i,6,i,i,i
CCC(C)c1ccc(NC(=O)CSc2nncn2N)cc1 (stereo not given),i,i,i,i,i,i,i,-1,i,i,i
N#Cc1ccc(COC(=O)CC(NC(N)=O)c2ccc(Cl)cc2)cc1 (stereo not given),i,i,i,i,i,i,i,-4,i,i,i
COc1ccccc1C(c1c(O)nc(SC)[nH]c1=O)c1c(O)nc(SC)[nH]c1=O,i,i,i,i,i,i,i,2,i,i,i
CCn1c(SCC(=O)N/N=C/c2c[nH]c3ccccc23)nnc1-c1ccc(C)cc1,i,i,i,i,i,i,i,-4,i,i,i
CCCCC(=O)Nc1ccc(NC(=O)c2ccc([N+](=O)[O-])cc2)cc1OC,i,i,i,i,i,i,i,3,i,i,i
C1=C(CCNCC2CCCCC2)CCCC1,i,i,i,i,i,i,i,2,i,i,i
O=c1cc2[nH]c3ccccc3c(=O)n2nc1-c1ccccc1,i,i,i,i,i,i,i,6,i,i,i

# (more compounds)
mol,TRPC4 agonist,MrgX1 PAM,TRPC4 PAM,MrgX1 antag,MrgX1 ag,TRPC6 inh,TRPC6 activator,SKKanGAS inh,TMEM16A act,TMEM16A inh,TRPC4 block
COC(=O)C(CC(C)C)NC(=O)C(Cc1ccccc1)NC(=O)C1CCCN1C(=O)OC(C)(C)C (stereo not given),i,i,i,i,i,i,i,-7,i,i,i
CCOC(=O)c1c(C)nc2cc(C)ccn12,i,i,i,i,i,i,i,0,i,i,i
COc1ccc(C(C[N+](=O)[O-])c2c(-c3ccccc3)cc3ccccn23)cc1 (stereo not given),i,i,i,i,i,i,i,-1,i,i,i
COc1ccc(S(=O)(=O)N2CCN(Cc3ccc(Cl)cc3)CC2)cc1,i,i,i,i,i,i,i,0,i,i,i
Nc1c(C(=O)NCc2ccccc2)nnn1Cc1ccccc1,i,i,i,i,i,i,i,0,i,i,i
CCCOc1nc(N)c(C#N)c(-c2ccccc2F)c1C#N,i,·,i,·,·,i,i,20,i,·,i
CN(Cc1ccon1)C(=O)C1CCC(=O)N(CCc2ccc(Cl)cc2)C1 (stereo not given),i,·,i,·,·,i,i,-2,i,·,i
Cc1ccc(S(=O)(=O)N2CCN(C(=O)COC(=O)CCOc3ccccc3C)CC2)cc1,i,i,i,i,i,i,i,-7,i,i,i
